# AP complement: orthogonal test for alternative complement pathway inhibitors | Human serum alternative complement pathway, LPS-coated ELISA, C3 deposition; tested in compound mixtures | inhibition, % at 5 µM | hit rate 0.08% among 62,000 | AID 1235;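 active = inhibition above 30% in each of the two pooled mixtures holding the compound, so the lower value exceeds 30%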;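 also: 0% = serum in Mg-EGTA without compound and 100% = EDTA serum blank; some compounds past the cut are filed as inactive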
#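 Test system: human serum alternative complement pathway, C3 deposition on LPS-coated wells; also added: Plate-bound LPS; doses: 5 µM per compound in ten-compound mixtures; schedule: 1 h at 37 °C; detection: Anti-C3 ELISA, OD 450 nm; evaluation: percent inhibition of C3 deposition onto LPS; repeats: two pool placements per compound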
# JNK3 inh: inhibitors of human JNK3 kinase; AID 746; hit rate 0.61% among 60,000; P53779; purified JNK3 kinase activity, HTS; inhibition, % at 8 µM; in the data active = inhibition above about 17%;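 also: 0% = DMSO and 100% = reference inhibitor; many of its hits are not listed in these tables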
# Target sequence (P53779 whole entry, looked up): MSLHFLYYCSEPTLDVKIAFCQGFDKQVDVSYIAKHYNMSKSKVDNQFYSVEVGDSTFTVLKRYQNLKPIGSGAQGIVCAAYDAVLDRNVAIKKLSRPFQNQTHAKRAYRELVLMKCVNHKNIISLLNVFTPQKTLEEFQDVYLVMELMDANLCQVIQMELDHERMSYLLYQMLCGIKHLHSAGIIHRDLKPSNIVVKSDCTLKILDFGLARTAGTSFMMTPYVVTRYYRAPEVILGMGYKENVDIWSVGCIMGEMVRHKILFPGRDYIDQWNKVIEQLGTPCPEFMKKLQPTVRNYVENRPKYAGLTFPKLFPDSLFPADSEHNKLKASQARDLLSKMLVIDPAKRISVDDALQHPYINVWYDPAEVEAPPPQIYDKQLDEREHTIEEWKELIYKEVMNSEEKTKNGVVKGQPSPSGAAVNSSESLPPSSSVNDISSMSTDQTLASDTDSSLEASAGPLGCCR
# Cdc25B inh: human M-phase inducer phosphatase 2 inhibition; recombinant Cdc25B, OMFP fluorescence Ex485/Em525; hit rate 0.1% among 65,000; inhibition, %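 (compounds tested at 10 µM final in the well)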; in the data active = inhibition above about 50%
# MKP-1 inh: blocks human MKP-1 phosphatase activity. P28562. recombinant MKP-1, OMFP hydrolysis fluorescence. inhibition, %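 (compounds tested at a single concentration somewhere between 10 and 100 µM)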. hit rate 0.15% among 65,000;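 active = inhibition above about 50%, limit read from the data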;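 also: 0% = DMSO max control wells and 100% = wells with enzyme stopped by NaOH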
# Target sequence (P28562 whole entry, looked up): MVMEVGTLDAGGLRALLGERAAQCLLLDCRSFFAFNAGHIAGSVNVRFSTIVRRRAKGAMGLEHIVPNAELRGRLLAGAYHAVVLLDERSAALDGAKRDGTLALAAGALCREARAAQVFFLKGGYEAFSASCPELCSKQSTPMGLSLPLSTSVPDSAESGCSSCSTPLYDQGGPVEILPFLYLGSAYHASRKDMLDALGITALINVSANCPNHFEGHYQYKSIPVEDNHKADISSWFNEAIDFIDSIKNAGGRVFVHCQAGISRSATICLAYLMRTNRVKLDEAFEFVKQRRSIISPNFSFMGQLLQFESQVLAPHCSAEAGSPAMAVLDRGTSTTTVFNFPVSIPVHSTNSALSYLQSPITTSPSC
# Hsp90 inh: displaces geldanamycin probe from tumor Hsp90; P07900; NCI-N417 lysate Hsp90, Cy3B-geldanamycin FP displacement; inhibition, % at 30 µM; hit rate 0.35% among 64,000; AID 429;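 active = inhibition above 50%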;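 also: 0% = tracer plus lysate wells and 100% = tracer alone without lysate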
# FXIIa inh mix: factor XIIa (human) inhibition, mixture screen; purified FXIIa, fluorogenic substrate, pooled mixtures; hit rate 0.2% among 62,000; P00748; inhibition, % at 5 µM;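 also: 0% = enzyme without compound and 100% = no enzyme blank; some results filed as inactive read as strong as hits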
# A340 absorber: compound absorbs light at 340 nm. 65,000 tested, under 10 active. compound absorbance at 340 nm, fold over control. AID 708. fold change at 10 µM;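 active = at 10 µM dose, initial 340 nm absorbance at least 2 fold that of control wells; inactive = change under 2 fold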;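 also: initial absorbance extrapolated from kinetic A340 decline of NADH oxidation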
# MMP13 inh: blocks human MMP13 activity. P45452. MMP-13 fTHP FRET cleavage, Mca fluorescence. inhibition, % at 4 µM. hit rate 0.07% among 65,000. AID 570;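 active = inhibition above the mean of compound-free control plate wells plus 3 SD, cut at about 14% in these data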;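 also: 0% = DMSO wells and 100% = wells with reference MMP-13 inhibitor after basal subtraction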
# FXIa inh mix: factor XIa (human) inhibition, mixture screen; AID 680; purified FXIa, fluorogenic substrate, pooled mixtures; P03951; inhibition, % at 5 µM; hit rate 0.19% among 62,000;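 also: each value is inhibition by a whole ten-compound pool holding the compound; 0% = enzyme with no mixture and 100% = wells lacking enzyme; strong numbers were not always called active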
# * marks the source's active call; other numbers are inactive results; i = inactive; · = not tested or not shown; [ ] = remark or other dose. Rule as the data show it, unless noted: active = inhibition above about 20% (passing the limit was not always enough); inactive = the rest.
molecule	AP complement	JNK3 inh	Cdc25B inh	MKP-1 inh	Hsp90 inh	FXIIa inh mix	A340 absorber	MMP13 inh	FXIa inh mix
CC(C)c1nc(N2CCN(C(=O)c3ccccc3)CC2)c(C#N)c2c1COC(C)(C)C2	7	9	-4	-3	-3	10	1.1	-57[fluorescence artefact?]	6
CCN(CC)CCN1C(=O)c2oc3ccccc3c(=O)c2C1c1ccc(F)cc1 (stereo not given)	5	5	3	8	-2	-2	1.1	-2	-2
O=C(c1cccs1)N1CCN(Cc2nc3ccccc3c(=O)[nH]2)CC1	18	·	-7	-4	-1	2	0.99	2	8
O=C1CCC(=O)N1CNc1ccccn1	·	-2	4	-21	0	·	1	2	·
CCOC(=O)C1CCN(C(c2cc(OC)c(OC)c(OC)c2)c2sc3nc(C)nn3c2O)CC1 (stereo not given)	8	-2	1	8	-1	3	1.1	4	6
O=C(Nc1nncs1)c1ccccc1NS(=O)(=O)c1cccs1	-1	·	-5	-5	-1	12	1	-142[fluorescence artefact?]	13
CC(=O)OCCn1c(=O)c2cc3c(=O)n(CCOC(C)=O)c(=O)c3cc2c1=O	-10	1	-11	8	-3	7	1	6	2
COc1ccc(-c2cc(C(=O)N3CCN(Cc4ccccc4)CC3)no2)cc1OC	-3	-3	-10	15	0	-6	0.98	-1	-9
O=C(NCc1ccccc1)c1c[nH]c2ccc(S(=O)(=O)Nc3ccc4c(c3)OCCO4)cc2c1=O	-4	-7	32	40	-2	2	1	-4	1
CCOc1ccc(CNC(=O)CCn2c(=O)oc3ccccc32)cc1OC	21	-2	-13	8	-1	7	0.99	4	6

# Record cards (already shown). Order of values: AP complement, JNK3 inh, Cdc25B inh, MKP-1 inh, Hsp90 inh, FXIIa inh mix, A340 absorber, MMP13 inh, FXIa inh mix
# O=C1CCC(=O)N1CNc1ccccn1 across the screens: ·, -2, 4, -21, 0, ·, 1, 2, ·
# CCOc1ccc(CNC(=O)CCn2c(=O)oc3ccccc32)cc1OC across the screens: 21, -2, -13, 8, -1, 7, 0.99, 4, 6

# Additional compounds follow.
molecule	AP complement	JNK3 inh	Cdc25B inh	MKP-1 inh	Hsp90 inh	FXIIa inh mix	A340 absorber	MMP13 inh	FXIa inh mix
CC(C)C[C@H](NC(=O)OC(C)(C)C)c1nnc(SCC(=O)Nc2ccc(Br)cc2)o1	11	-2	2	27	-4	0	1	-3	-2
Cc1cc2cc(CNC(=O)Nc3ccccc3)ccc2n1C	·	-5	-9	1	4	·	1	-4	·
O=C(Nc1ccc(Nc2ccccc2)cc1)c1ccc(Br)o1	6	-3	-8	7	-4	3	1.1	-4	-3
O=C(CSc1nc(N2CCCCC2)nc(N2CCCCC2)n1)Nc1nccs1	10	-7	3	-13	-2	3	1	1	3
CCOc1ccc(N(CC(=O)NC(C)CC)S(=O)(=O)c2c(C)noc2C)cc1 (stereo not given)	15	-6	-30	7	-6	2	1.1	-2	2
Cc1c(C(=O)OCCOc2ccccc2)[nH]c2c1C(=O)CCC2	3	·	-1	26	-6	1	1	0	9
COc1cc(Cl)cc(C2NC(=O)NC(C)=C2C(=O)NCc2ccccc2)c1O (stereo not given)	-7	-3	-6	3	-2	4	1.1	-2	4
Cc1ccc(-c2nc3cc(NC(=O)C(C)C)ccc3o2)cc1C	4	-1	-10	22	-3	-18	1	-231[fluorescence artefact?]	-14
Cc1cccc2cc(CN(Cc3ccco3)C(=O)NC3CCCCC3)c(=O)[nH]c12	21	-3	-6	11	3	4	1	-2	-2
O=C(OCn1nnc2ccccc2c1=O)c1ccc(Br)o1	·	2	-5	1	2	·	1.1	-3	·
O=C(Nc1ccc2nccnc2c1)c1cnccn1	15	·	-13	-7	0	4	1.1	3	8
CN(c1ccccc1)S(=O)(=O)c1cc(C(=O)c2nccn2C)ccc1Cl	6	-7	9	23	0	9	1	2	14
COC(=O)c1cccc(NC(=O)CN2CCN(c3ccc(OC)cc3)CC2)c1	-6	1	-2	-12	0	10	1.1	-5	3
NC(=O)C1CCN(C(=O)C2c3ccccc3C(=O)N3CCc4ccccc4C23)CC1 (stereo not given)	26	8	-26	24	-5	8	1	0	7
COCCNC(=O)C(c1ccc(O)cc1)N(Cc1ccco1)C(=O)CCC(=O)Nc1nccs1 (stereo not given)	-1	-2	-1	-2	2	2	0.99	-3	1
CCN1C(=O)c2cccc3c(S(=O)(=O)Nc4ccccc4OC)ccc1c23	3	4	-8	11	0	-14	1.1	1	1
COc1cc(Cn2c(=O)oc3ccc(C)cc32)ccc1OC(C)C	·	-3	4	5	3	·	0.99	3	·
Cc1ccc(-c2c(C)n([O-])c3c([n+]2=O)CCC3)o1	31	3	-17	14	-7	1	1.1	-1	4
N#Cc1ccccc1OCC(=O)OCC(=O)c1ccc2c(c1)NC(=O)CO2	12	·	-5	3	·	-22	1	8	13
CC(c1ccco1)N(C(=O)CSc1ccc(Br)cc1)c1ccccn1 (stereo not given)	4	2	-7	-10	-5	9	1	2	5
CCCn1c(=S)[nH]c2cc(C(=O)NCC3CCCO3)ccc2c1=O (stereo not given)	13	7	1	5	0	1	1.1	2	0
COc1ccc(C(c2nnnn2C2CCCC2)N2CCC(C(N)=O)CC2)c(OC)c1 (stereo not given)	4	2	-13	-1	2	-15	0.96	-2	0
CCCn1c(SCC(=O)N2CCc3ccccc3C2)nc2c1c(=O)n(C)c(=O)n2C	-16	-1	-9	-5	-4	13	1.1	1	1
O=C(O)c1ccc(NS(=O)(=O)c2cc(Cl)ccc2Cl)cc1O	-2	-2	-8	4	3	0	1.1	-2	0
OCc1csc(=Nc2ccccc2)n1-c1ccccc1	-14	-1	-1	18	-1	6	0.99	9	-9
Cn1nnnc1SCC(=O)N1CCN(c2ccccc2)CC1	-1	7	-12	-8	-4	2	1.1	8	-15
O=C(NCCN1CCOCC1)c1cc2sccc2n1Cc1ccc(Cl)cc1	2	3	-1	26	-3	11	0.96	-3	4
O=c1[nH]c2ccccc2nc1C(F)(F)C(F)F	10	-7	1	10	-3	0	1.1	-15	4
NC(=O)C1CCN(C2CC(=O)N(c3cccc(F)c3)C2=O)CC1 (stereo not given)	6	-5	2	-17	2	2	1	-2	4
COc1ccc(Br)cc1CNC(=O)C1CCN(S(=O)(=O)N2CCCC2)CC1	-3	-3	-16	4	-1	-3	1	3	-2
Cc1ccccc1-c1nnc(SCC(=O)NC2CCCCC2)o1	-1	2	6	-12	-1	0	1	0	2
C/C(N)=C(/C#N)C(=O)COC(=O)COc1ccc(Cl)cc1	5	-2	-9	11	-7	2	0.99	2	4
COc1cccc(NC(=O)N2CCOCC2)c1	-5	2	2	10	-6	1	1	1	-5
CC(=O)C(Sc1nc(NC(C)(C)C)nc(N(C)C)n1)C(C)=O	-8	·	-5	-1	·	4	1	3	4
COc1cccc(C(=O)N2CCN(Cc3ccco3)CC2)c1OC	2	0	-6	-1	-4	1	1	-6	7
CCC(C)C(NC(=O)C1CCC(C)CC1)C(=O)NCc1cccnc1 (stereo not given)	11	·	-17	-5	-1	7	0.99	4	1
O=c1oc2c(CN3CCOCC3)c(O)ccc2c2c1CCC2	12	0	-1	-12	-6	4	1.1	i[fluorescence artefact?]	-40
CC1=C(C(=O)Nc2ccccc2C)C(c2cccnc2)n2nc(CCCO)nc2N1 (stereo not given)	0	3	-1	5	1	5	1.1	8	2
O=C(CN1CCN(Cc2ccc(F)cc2Cl)C1=O)NCCCN1CCOCC1	9	-3	-7	2	-2	2	0.98	0	4
CNC(=O)c1ccccc1NC(=O)c1ccc(C)c(S(=O)(=O)N2CCCCC2)c1	-2	1	-5	3	0	6	1	3	7
CCN(CC)c1ccc(NC(=O)Cn2nnc(-c3cccc(OC)c3OC)n2)c(C)c1	6	0	-10	3	3	3	1	-1	6
CC(C)CNC1=CC(=O)CC(c2ccco2)C1 (stereo not given)	15	6	-6	15	-1	-16	1	-10	6
Cn1c(C(=O)NCCN2CCN(Cc3ccccc3)CC2)cc2c(=O)n(C)c3ccccc3c21	25	5	0	5	1	4	1	-12	1
COc1ccc(-c2nnc(SCc3csc(N)n3)n2C)cc1	14	11	0	-10	-2	3	1.1	2	6
Cc1nc(NC(=O)c2csc3ccccc23)sc1C	4	3	-8	-2	-3	0	1	-2	-12
COc1cccc(N(CC(=O)N2CCN(C)CC2)S(=O)(=O)c2ccc(C)cc2)c1	-10	-7	-12	9	3	10	1	5	5
O=C(Cn1c(NCCO)nc2ccccc21)c1ccc(Cl)cc1	-3	1	-12	17	1	0	1	-10	-2
COc1cccc(C(=O)N(Cc2nc(-c3cccc(C)c3)no2)C(C)C)c1OC	-17	-6	-7	18	-1	-8	1	2	-5
CCOC(=O)N1CCN(Cc2nc(-c3ccccc3)no2)CC1	11	-2	-5	13	-6	1	1	-1	1
CCOc1ccccc1CNC(=O)C1CCN(C(=O)c2sccc2-n2cccc2)CC1	-9	2	-7	11	-1	2	0.98	-1	7

# (more compounds)
molecule	AP complement	JNK3 inh	Cdc25B inh	MKP-1 inh	Hsp90 inh	FXIIa inh mix	A340 absorber	MMP13 inh	FXIa inh mix
C=CCNC(=O)c1nn2cccnc2c1Cl	18	-2	4	10	-3	2	1	1	0
COc1ccc(CCNC(=O)CN2C(=O)C3(OCCCO3)c3ccccc32)cc1OC	-3	-4	-1	8	0	18	1	0	-3
CCCCN(C)CCNC(=O)c1ccc2c(c1)NC(=O)C(N1CCCCC1)S2 (stereo not given)	16	0	-5	3	-4	-24	0.98	-2	-3
O=C(CSc1nnc(-c2ccc(Br)cc2)o1)N1CCN(C(=O)c2ccco2)CC1	10	-1	0	8	-1	-17	1	-4	7
Cc1cc(N2CCN(C(c3ccccc3)c3ccc(Cl)cc3)CC2)n2ncnc2n1 (stereo not given)	25	7	-7	42	-3	2	1	-7	-20
CC(=O)Oc1ccc(N2C(=O)C3C(C2=O)C2(C)C=CC3(C)O2)cc1 (stereo not given)	-17	1	-8	7	0	-15	1	-5	2
CCCCOCC1CN(c2ccccc2)C(=O)CS1 (stereo not given)	5	-10	-5	-1	1	16	1.1	6	-1
COc1ccc(NC(=O)C2CC(=O)N(C(C)C)C2)cc1 (stereo not given)	·	3	-11	1	-2	·	1.1	1	·
CCOc1ccccc1N1CCN(S(=O)(=O)c2ccc(Cl)s2)CC1	14	-13	-4	-21	-7	3	1.1	1	-3
O=C(CSc1nnc2ccccn12)c1ccc(OC(F)F)cc1OC(F)F	6	1	-14	28	-4	-1	1	-1	-3
Cc1nc2nc(SCC(=O)N3CCOCC3)nn2c(C)c1Cc1ccccc1	9	·	-15	8	·	6	0.98	-7	7
O=C(CSc1nc2ccccc2c(=O)n1CC1CCCO1)N1CCN(c2ccccc2)CC1 (stereo not given)	-10	-2	-11	18	4	4	1.1	-8	6
Cc1cc(NC(=O)c2ccc(S(=O)(=O)N(C)C)cc2)no1	18	-6	-15	-5	-2	6	0.95	8	3
Nn1c(COc2ccccc2)nc2ccccc2c1=O	5	-3	-16	5	-3	1	0.99	2	8
COc1cc2c(cc1OC)C(c1ccco1)CC(=O)N2 (stereo not given)	31	-3	-4	-7	-1	-2	1	2	14
Cc1ccc(CCNC(=O)C2CCCN(C(=O)c3cc4sccc4n3C)C2)cc1 (stereo not given)	9	10	-19	32	-2	9	0.97	-1	10
Cc1occc1C(=O)NCc1ccc2c(c1)OCO2	10	·	3	10	·	17	1	·	4
CCCn1nnc(NC(=O)Cc2ccc(Cl)cc2)n1	·	3	-2	12	-2	·	1	2	·
COc1ccc(N(Cc2cc(=O)[nH]c3ccccc23)C(=O)c2ccco2)cc1	9	6	-9	-29	-5	14	1	0	9

# Screening data from PubChem.
